High-throughput results from PubChem BioAssay.
RORg inh = inhibitors of mouse ROR gamma transcriptional activity; P51450; Drosophila S2 Gal4-RORgamma UAS-luciferase reporter, 20 h; Potency, µM (highest dose often 53.6 µM), inactives show at the highest dose activity change, negative = inhibition, actives largely listed as inhibitors; 5.4% of 310,000 active; note: % is set by controls: 0 for no effect and ±100 for the full control effect; nearly all actives have a fitted effect of over 60% in size
Target sequence (P51450 whole entry, looked up, the tested form may be a part): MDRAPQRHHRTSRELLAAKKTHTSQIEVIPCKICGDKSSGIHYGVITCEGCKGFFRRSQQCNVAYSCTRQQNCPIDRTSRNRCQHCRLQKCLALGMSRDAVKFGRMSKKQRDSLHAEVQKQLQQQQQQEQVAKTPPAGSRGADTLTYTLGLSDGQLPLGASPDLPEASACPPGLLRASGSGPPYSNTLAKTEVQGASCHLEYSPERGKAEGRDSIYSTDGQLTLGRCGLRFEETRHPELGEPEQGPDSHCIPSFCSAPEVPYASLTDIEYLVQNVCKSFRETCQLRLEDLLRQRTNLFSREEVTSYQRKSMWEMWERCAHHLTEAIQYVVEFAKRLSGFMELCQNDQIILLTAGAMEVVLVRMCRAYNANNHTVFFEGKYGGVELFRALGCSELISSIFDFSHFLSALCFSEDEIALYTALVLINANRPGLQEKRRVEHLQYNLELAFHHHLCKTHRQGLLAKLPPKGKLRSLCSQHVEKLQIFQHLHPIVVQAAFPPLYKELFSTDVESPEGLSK
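Schneider cells (Drosophila), stable Gal4 DBD–ROR gamma + UAS-luc; 1 hr cmpd preincubation; Cu2+ induction 700 uM final; 20 hr ambient; luminescence.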
FLuc counter = inhibits or activates purified firefly luciferase, miR-21 counter-screen. P08659. purified FLuc, Km substrates, luminescence inhibition. Potency, µM (titrated, usually from 57.5 µM), for the others: at the highest dose activity change, negative = inhibition, hits mostly inhibitors. 6.9% of 360,000 active. AID 588342;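 note: plate controls were vehicle for no effect and reference inhibitor for full effect; nearly all actives have a fitted effect of over 55% in size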
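Biochemical qHTS of compounds, final roughly 60 µM downward over six points, against 10 nM purified firefly luciferase using Km concentrations of substrates (10 uM D-luciferin, 10 uM ATP) in Tris acetate pH 7.5 buffer; luminescence output.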
Gal4-VP16 FLuc = Gal4-VP16 reporter inhibition counter-screen. 3.5% of 310,000 active. Drosophila S2 Gal4-VP16 UAS-luciferase, luminescence, 20 h. Potency, µM (series often up to 53.6 µM), inactives show at the top dose activity, negative = inhibition, most hits filed as inhibitors;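 note: Gal4-VP16 expression switched on by copper sulfate through the metallothionein promoter; % is set by controls: 0 for no effect and ±100 for the full control effect; nearly all actives have a fitted effect of over 50% in size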
NPC1 prom act = activates the NPC1 promoter. Huh7 NPC1 promoter luciferase reporter, 24 h. Potency, µM (titrated, usually from 9.22 µM), for inactives: top-dose activation, actives largely listed as activators. 2.4% of 320,000 active;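 note: % of control where 0% means no effect; nearly all actives have a fitted effect of over 60% in size; reporter is driven by a mutant NPC1 promoter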
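In 1536-well qHTS, Huh7 cells harboring an NPC1 promoter–luciferase construct received compound for 24 h; activation was quantified by luminescence following luciferase reagent addition.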
CXXC DNA block = blocks binding of human MLL CXXC domain to DNA; Potency, µM (doses to about 115 µM), for inactives: at the top dose activity change, negative = inhibition, usual class: inhibitors; AID 2662; MLL-CXXC / FITC-HOXA9 DNA fluorescence polarization; Q03164; 0.037% of 290,000 active; active = well fitted inhibition curve with a large enough effect in the polarisation, with a control signal flat, not every such curve was filed as active; inconclusive = small, poorly fitted or top-dose-only effect, or effect the other way, or a change in a side signal; inactive = no such curve, though single readings can be large or run the other way; the % refers to the polarisation
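Purified MLL-CXXC (added from a 7 uM solution) was preincubated 5 min at ambient with pinned compounds in 50 mM Tris-HCl pH 7.5, 50 mM NaCl, 1 mM DTT, 0.05% BSA. Fluorescein-labeled HOX-A9 DNA (50 nM solution) followed, 30 min, then polarization read.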
p53 reactivation = mutant p53 re-activation in reporter cells. 0.063% of 320,000 active. H1299 p53-A138V BP100-luciferase reporter, luminescence, 24 h. Potency, µM (titrated, usually from 92.2 µM), for the others: at the highest dose activity change, positive = activation, actives largely listed as activators; note: % of control where 0% means no effect; nearly all actives have a fitted effect of over 45% in size
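H1299 (p53-null), stable ts p53-A138V + BP100-Luc; 1000 cells/well, Opti-MEM/10% FBS; cpd 4 pt, 1:5; 24 h, 37 deg C, 5% CO2; detection reagent 10 min RT; luminescence.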
MBNL1 CUG block = MBNL1-poly(CUG) RNA binding inhibition; 0.036% of 280,000 active; Potency, µM (highest dose often 57.5 µM), for the others: top-dose activity change, negative = inhibition, usual class: inhibitors; TR-FRET MBNL1-His/biotin-(CUG)12 binding, 665/545 ratio; Q9NR56; AID 2675; active = well fitted inhibition curve with a large enough effect in the signal ratio, with a control signal flat, not every such curve was filed as active; inconclusive = small, poorly fitted or top-dose-only effect, or effect the other way, or a change in a side signal; inactive = no such curve, though single readings can be large or run the other way; the % refers to the signal ratio; note: % is set by controls: 0 for no effect and ±100 for the full control effect
Target sequence (Q9NR56 whole entry, looked up): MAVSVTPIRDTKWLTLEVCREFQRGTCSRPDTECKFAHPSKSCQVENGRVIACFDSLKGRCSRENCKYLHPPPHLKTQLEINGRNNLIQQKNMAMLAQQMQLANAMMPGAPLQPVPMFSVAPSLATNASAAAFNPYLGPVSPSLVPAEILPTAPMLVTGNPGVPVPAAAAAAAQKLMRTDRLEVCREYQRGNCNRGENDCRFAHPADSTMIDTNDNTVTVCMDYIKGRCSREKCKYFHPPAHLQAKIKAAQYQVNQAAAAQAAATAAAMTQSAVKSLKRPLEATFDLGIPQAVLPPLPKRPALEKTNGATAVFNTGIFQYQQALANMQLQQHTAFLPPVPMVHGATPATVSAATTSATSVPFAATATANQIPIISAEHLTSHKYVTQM
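Inhibition of protein-RNA binding appears as loss of TR-FRET between terbium anti-His antibody on MBNL1-His and streptavidin-XL665 on biotin-(CUG)12. Activity is normalized to buffer-only and uninhibited-complex controls.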
BRCA1 expr up = BRCA1 expression activation; 1.1% of 380,000 active; Potency, µM (highest dose often 46.1 µM), for inactives: at the top dose activation, hits mostly activators; MCF7-BRCA1-FFLuc reporter, luminescence, 48 h; response scale: scaled: vehicle 0%, 10 µM genistein 100%; AID 624202; note: nearly all actives have a fitted effect of over 80% in size; some results filed as inactive show a strong effect at the top dose
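Luminescence from a BRCA1-driven firefly luciferase in MCF7 cells was read after 48 h compound exposure at 37 C. Data normalized against DMSO and a 10microM genistein activation control, then curve-fitted across the titration.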
ELG1 genotoxic = genotoxicity induction in ELG1-luciferase HEK293T cells. HEK293T ELG1-luciferase reporter, luminescence, 16 h. Potency, µM (highest dose often 46 µM), inactives show top-dose activity change, positive = activation, hits mostly activators. 1.3% of 330,000 active; note: % of control where 0% means no effect; nearly all actives have a fitted effect of over 60% in size
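Genotoxic stress is detected as increased luminescence from luciferase-tagged ELG1 in HEK293T cells, measured with ONE-Glo after a 16 hr treatment at 37 °C.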
uPA generation = cell surface uPA generation inhibition; cell surface uPA generation assay, qHTS; Potency, µM (highest dose often 38.3 µM), for inactives: at the highest dose activity change, negative = inhibition, hits mostly inhibitors; 0.31% of 330,000 active; AID 540303; active = well fitted inhibition curve with a large enough effect; inconclusive = small, poorly fitted or top-dose-only effect; inactive = no such curve, though single readings can be large or run the other way; tested in mouse RAW 264.7 cells; note: % is set by controls: 0 for no effect and ±100 for the full control effect; nearly all actives have a fitted effect of over 55% in size
Rab9 promoter act = activates the Rab9 promoter. Huh7 Rab9 promoter-luciferase reporter, luminescence, 24 h. Potency, µM (doses to about 9.22 µM), without a hit: at the top dose activation, negative = inhibition, hits mostly activators. 2.8% of 320,000 active; note: % of control where 0% means no effect; nearly all actives have a fitted effect of over 60% in size
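Steps: seed 1500 Huh7 Rab9-luc cells per well, rest 2 h at 37 °C; add compound in DMSO; incubate 24 h; add luciferase reagent, 10 min ambient; read luminescence.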
* = called active by the depositor; ? = inconclusive; · = not tested or not shown; [ ] = another dose, or the depositor's remark. Unless noted, calls come from the whole dose curve; as a rule, active = well fitted curve in the direction sought with a large enough effect; inconclusive = small, poorly fitted or top-dose-only effect, or another doubt; inactive = no such curve, though single readings can be large; an effect the other way counts as inactive or inconclusive. Potency is the fitted concentration of half-maximal effect.

[1] COc1ccc2nc(SCC(=O)NC(C)c3ccccc3)[nH]c2c1 (configuration not stated)
[2] COc1ccccc1N1CCN(C(=O)c2ccc(CSc3ccccc3)cc2)CC1
[3] Cc1ccc(NC(=O)CC(NCCN2CCOCC2)C(=O)O)cc1Cl (configuration not stated)
[4] CC1CC(C(F)F)n2nc(C(=O)O)cc2N1 (configuration not stated)
[5] CCC(C)NS(=O)(=O)c1ccc(OCC(=O)Nc2ccc(F)cc2F)cc1 (configuration not stated)
[6] O=C(Nc1ccc(F)cc1)c1cc2c(s1)CCCC2
compound no. | 1 | 2 | 3 | 4 | 5 | 6
RORg inh | · | -24% | 3% | -19% | 49% | -1%
FLuc counter | -19% | 3% | -1% | 0% | 0% | 1.9µM*
Gal4-VP16 FLuc | · | -25% | -8% | 13% | 8% | 2%
NPC1 prom act | 4%[1.84 µM] | 3% | -2% | -3% | -1% | 2.2µM*
CXXC DNA block | · | 3% | -1% | -5% | -15% | 0%
p53 reactivation | 5% | 2% | 0% | -1% | -6% | ?
MBNL1 CUG block | · | -5% | 0% | -9% | -29% | -9%
BRCA1 expr up | 5% | -8% | 0% | 0% | -1% | ?
ELG1 genotoxic | -3% | -6% | -1% | -1% | -6% | ?
uPA generation | -8% | 6% | 6% | · | 5% | -5%
Rab9 promoter act | 0% | 1% | -2% | 4% | -3% | 1.3µM*

[7] COCCn1c(Br)nc2c1c(=O)n(C)c(=O)n2C
[8] CC1(C)C(=O)OC(c2ccccc2)C2(CCCC2)C1=O (configuration not stated)
[9] Cc1ccc(N2C(=O)[C@@H]3C(C(=O)C(c4ccccc4)c4ccccc4)=NN[C@@H]3C2=O)cc1
[10] CC(C)C[C@H](NC(=O)c1[nH]cnc1C(=O)N[C@@H](C)c1ccccc1)C(=O)OC(C)(C)C
[11] CCCn1cc(CN2CCC(Oc3ccc(C(=O)N4CCCC4)cc3)CC2)c(C)n1
[12] C/C(N)=C(/C#N)C(=O)CSc1nnc(COc2cc(C)ccc2C)o1
compound no. | 7 | 8 | 9 | 10 | 11 | 12
RORg inh | -2% | 6% | 18% | 0.63µM* | -6% | 0%
FLuc counter | 3% | 1% | 4% | -1% | 1% | 0%
Gal4-VP16 FLuc | -5% | -8% | 3% | 0.63µM* | 4% | -5%
NPC1 prom act | -2% | -2% | -1% | 0% | -19% | -2%
CXXC DNA block | 0% | 18% | 0% | -11% | 6% | -9%
p53 reactivation | 3% | -2% | 2% | -13% | 1% | -6%
MBNL1 CUG block | -17% | -14% | 21% | -8% | -11% | -6%
BRCA1 expr up | 0% | 6% | -14% | -83% | 4% | 0%
ELG1 genotoxic | 1% | 0% | 3% | -7% | -1% | -1%
uPA generation | -2% | 3% | -1% | ? | -1% | -7%
Rab9 promoter act | 9% | 3% | 2% | -4% | -5% | -7%

3 entries already listed, arranged by their value in uPA generation, ascending.
| cpd | SMILES | uPA generation |
| --- | --- | --- |
| 6 | O=C(Nc1ccc(F)cc1)c1cc2c(s1)CCCC2 | -5% |
| 8 | CC1(C)C(=O)OC(c2ccccc2)C2(CCCC2)C1=O (configuration not stated) | 3% |
| 2 | COc1ccccc1N1CCN(C(=O)c2ccc(CSc3ccccc3)cc2)CC1 | 6% |

Continuation.
[13] O=C(O)CCSCCC(=O)O
[14] COc1ccc(-c2cc(C(=O)Nc3cccc(S(=O)(=O)NCc4ccco4)c3)c3ccccc3n2)cc1OC
[15] CC(C)Oc1ccc(CCc2n[nH]c(=S)n2Cc2ccccc2)cc1
[16] Cc1nnc(SCC(=O)NC2CCCc3c2cnn3-c2ccc(F)cc2F)o1 (configuration not stated)
[17] CCOC(=O)C1CCCCN1Cc1cccc(C(F)(F)F)c1 (configuration not stated)
[18] CCOC(=O)C1=C(N)Oc2cc(O)ccc2C1c1ccc(C)cc1 (configuration not stated)
compound no. | 13 | 14 | 15 | 16 | 17 | 18
RORg inh | -1% | 6% | 3.2µM* | ? | 3% | -5%
FLuc counter | 5% | ? | 5% | -1% | 7% | 0%
Gal4-VP16 FLuc | -4% | 3% | 16µM* | 14% | 6% | -22%
NPC1 prom act | 2% | -4% | -7% | 8% | -2% | -1%
CXXC DNA block | -2% | -26% | 10% | 0% | 10% | -2%
p53 reactivation | -1% | -4% | -2% | -11% | 0% | -12%
MBNL1 CUG block | -4% | 17% | -6% | -3% | 7% | 1%
BRCA1 expr up | 0% | -38% | -24% | -15% | -4% | -18%
ELG1 genotoxic | 1% | -12% | -7% | 0% | 3% | 0%
uPA generation | 1% | -13% | 4% | 4% | 14% | 4%
Rab9 promoter act | -4% | -10% | 1% | -2% | -3% | 0%

[19] CC1=NN(C(=O)Cn2nc([N+](=O)[O-])c(Br)c2C)C(O)(C(F)(F)F)C1 (configuration not stated)
[20] Cc1cc(C)n2ncc(C(=O)NCc3ccc(Cl)cc3)c2n1
[21] COCCNC(=O)NC(=O)CN1CCN(C(c2ccccc2)c2ccccc2)CC1
[22] O=C1OCC/C1=C\c1ccccc1O
[23] CC1Nc2ncnc(N3CCN(c4ccccc4)CC3)c2N(Cc2ccc(Cl)cc2)C1=O (configuration not stated)
[24] CCOc1ccc(C(=O)Nc2ccc3nc(N4CCN(CC)CC4)cc(C)c3c2)cc1
compound no. | 19 | 20 | 21 | 22 | 23 | 24
RORg inh | 10µM* | 8% | 9% | 5% | · | -5%
FLuc counter | 5% | -1% | -5% | 1% | -2% | ?
Gal4-VP16 FLuc | ? | -13% | -10% | 1% | · | 1%
NPC1 prom act | -1% | -4% | 1% | 1% | -3% | -3%
CXXC DNA block | 4% | 5% | -1% | 7% | · | ?
p53 reactivation | 2% | -6% | -5% | 2% | -8% | -5%
MBNL1 CUG block | 45%[activator] | -3% | · | ? | · | 1%
BRCA1 expr up | -1% | 31% | 13% | -4% | -18% | -15%
ELG1 genotoxic | -1% | -1% | -1% | -1% | -4% | -11%
uPA generation | 6% | 8% | -1% | 2% | -28% | 4%
Rab9 promoter act | -1% | -1% | -5% | -3% | -4% | -5%[1.84 µM]

[25] O=C(CC1C(=O)NCCN1Cc1ccccc1)NCCCOc1cccnc1 (configuration not stated)
[26] COc1ccc(Cl)cc1S(=O)(=O)N1CCC(C(=O)NCc2ccccn2)CC1
[27] CCN(C1CCCCC1)S(=O)(=O)c1ccc(S(=O)(=O)N2CCN(CCC#N)CC2)cc1
[28] CC(C)(C)n1nnnc1C(c1cccs1)N1CCCC2(CCCCC2)C1 (configuration not stated)
[29] CCOc1ccc(CN(C)CC(=O)Nc2cc(C)c(C)cc2[N+](=O)[O-])cc1
[30] O=C(CN1CCN(S(=O)(=O)c2ccccc2[N+](=O)[O-])CC1)Nc1ccc(N2CCOCC2)cc1
compound no. | 25 | 26 | 27 | 28 | 29 | 30
RORg inh | 20% | · | -6% | 22% | 17% | 2%
FLuc counter | 1% | 1% | 8% | -1% | -6% | 3%
Gal4-VP16 FLuc | 2% | · | -7% | ? | -22% | -6%
NPC1 prom act | -1% | -3% | -3% | -4% | -6% | -1%
CXXC DNA block | -11% | · | 4% | 1% | -4% | 4%
p53 reactivation | -4% | -3% | 0% | -2% | -2% | -5%
MBNL1 CUG block | 1% | · | 4% | ? | · | 13%
BRCA1 expr up | 13% | 5% | -4% | 9% | -31% | 13%
ELG1 genotoxic | 4% | -1% | 2% | -11% | -3% | -1%
uPA generation | -2% | 1% | 5% | 12% | -1% | -21%
Rab9 promoter act | 8% | 1% | -5% | -5% | -1% | 0%

[31] Cc1ccc2c(c1)N(Cc1cccc(Cl)c1)C(=O)c1cccnc1O2
[32] O=C1Nc2ccccc2C(O)(C(=O)NCc2ccco2)N1c1ccc(Cl)c(Cl)c1 (configuration not stated)
[33] COc1ccc(NC(=O)COC(=O)c2ccc(-n3cnnn3)cc2)cc1Cl
[34] Cc1cc(N2CCN(c3cccc(C(F)(F)F)c3)CC2)n2nc(C)nc2n1
[35] NS(=O)(=O)c1ccc(CCNC(=O)CSc2nc3ccccc3c3nc(CCN4CCCCC4)nn23)cc1
compound no. | 31 | 32 | 33 | 34 | 35
RORg inh | 15% | ? | · | -7% | 0%
FLuc counter | 4% | ? | 14% | 1% | -2%
Gal4-VP16 FLuc | -6% | 8% | · | -1% | -3%
NPC1 prom act | -3% | 10% | -6% | -4% | -1%
CXXC DNA block | 11% | -4% | · | 2% | -9%
p53 reactivation | -10% | 8% | -5% | -3% | -2%
MBNL1 CUG block | 17% | -3% | · | 0% | -13%
BRCA1 expr up | -24% | 25% | -5% | 8% | 4%
ELG1 genotoxic | -4% | 6% | -2% | -4% | -11%
uPA generation | 7% | 21% | -1% | 0% | 7%
Rab9 promoter act | -2% | 18% | -1% | 0% | -5%

This is a subset (hit frequency here may not be typical).
